# KDM5B inhibitor: Primary screen for KDM5B Histone Demethylases FDH-coupled qHTS; Lysine-specific demethylase 5B (Homo sapiens), Q9UGL1; KDM5B demethylase, FDH-coupled NADH fluorescence (FDH is formaldehyde dehydrogenase); Potency, µM (series often up to 57.7 µM), for inactives: at the top dose activity change, negative = inhibition, actives largely listed as inhibitors; 220,000 compounds, 2.6% hits; AID 1347165, 2019; active means well fitted inhibition curve with a large enough effect; inconclusive means small, poorly fitted or top-dose-only effect; inactive means no such curve, though single readings can be large or run the other way; further: 0% is about no effect; nearly all actives have a fitted effect of over 70% in size
# Target sequence (Q9UGL1 whole entry, looked up): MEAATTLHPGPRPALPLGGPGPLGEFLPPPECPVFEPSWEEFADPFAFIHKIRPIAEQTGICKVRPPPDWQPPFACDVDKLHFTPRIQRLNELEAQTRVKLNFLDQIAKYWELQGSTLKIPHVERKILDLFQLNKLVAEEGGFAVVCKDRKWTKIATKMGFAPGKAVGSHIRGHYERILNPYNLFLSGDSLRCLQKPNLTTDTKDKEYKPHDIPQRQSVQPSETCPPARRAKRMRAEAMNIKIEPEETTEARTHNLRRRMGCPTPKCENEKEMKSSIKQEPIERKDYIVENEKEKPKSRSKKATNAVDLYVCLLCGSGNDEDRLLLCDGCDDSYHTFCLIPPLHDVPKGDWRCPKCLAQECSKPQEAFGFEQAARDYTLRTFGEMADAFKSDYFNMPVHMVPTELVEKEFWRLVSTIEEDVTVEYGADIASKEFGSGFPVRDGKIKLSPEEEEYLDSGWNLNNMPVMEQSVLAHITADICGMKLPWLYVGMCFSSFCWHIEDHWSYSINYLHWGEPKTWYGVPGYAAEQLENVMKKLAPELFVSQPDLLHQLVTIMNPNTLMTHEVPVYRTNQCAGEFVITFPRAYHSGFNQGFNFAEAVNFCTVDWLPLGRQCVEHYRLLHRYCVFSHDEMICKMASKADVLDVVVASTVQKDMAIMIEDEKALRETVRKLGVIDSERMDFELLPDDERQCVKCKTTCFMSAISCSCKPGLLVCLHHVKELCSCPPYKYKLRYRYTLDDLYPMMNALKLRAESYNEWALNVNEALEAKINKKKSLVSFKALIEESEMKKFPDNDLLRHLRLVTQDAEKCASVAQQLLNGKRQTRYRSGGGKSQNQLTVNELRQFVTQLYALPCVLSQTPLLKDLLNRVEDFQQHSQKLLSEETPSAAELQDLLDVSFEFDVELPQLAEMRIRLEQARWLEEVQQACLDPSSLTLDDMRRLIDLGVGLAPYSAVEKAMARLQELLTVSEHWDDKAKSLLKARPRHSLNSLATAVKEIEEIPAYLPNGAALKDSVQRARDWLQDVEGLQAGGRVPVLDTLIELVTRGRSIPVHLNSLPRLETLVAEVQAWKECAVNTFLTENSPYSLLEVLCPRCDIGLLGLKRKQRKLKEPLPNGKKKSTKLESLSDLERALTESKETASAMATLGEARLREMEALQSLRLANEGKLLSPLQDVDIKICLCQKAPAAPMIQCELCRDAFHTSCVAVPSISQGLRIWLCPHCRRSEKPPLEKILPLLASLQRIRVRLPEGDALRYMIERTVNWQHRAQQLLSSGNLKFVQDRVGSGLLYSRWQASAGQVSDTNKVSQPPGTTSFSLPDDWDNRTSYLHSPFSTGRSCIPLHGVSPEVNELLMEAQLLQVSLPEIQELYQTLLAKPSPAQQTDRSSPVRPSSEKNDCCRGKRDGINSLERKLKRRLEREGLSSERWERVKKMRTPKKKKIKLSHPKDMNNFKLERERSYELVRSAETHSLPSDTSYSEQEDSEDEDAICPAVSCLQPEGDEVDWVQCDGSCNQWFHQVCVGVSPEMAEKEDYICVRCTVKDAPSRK
#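 Coupled FDH/NAD⁺ fluorescence readout. KDM5BΔAP 200 nM final; compound titration, 10 min RT preincubation; substrate mix 12.5 µM H3K4me3, 25 µM 2-OG, 50 µM Fe(II), 100 µM ascorbate, 0.25 mM NAD⁺, 0.25 U/mL FDH; ΔRFU over 30 min.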
# An asterisk follows results filed as active; i = inactive; ? = inconclusive; [ ] = remark or other dose. Potency means the concentration at half of the fitted maximal effect. This is a subset; rates above refer to the full screens.
SMILES,KDM5B inhibitor
COc1cccc(N2C(=O)OCC23CCN(Cc2c[nH]c4ccccc24)C3)c1 (stereo not given),-8.1%[86.2 µM]
NS(=O)(=O)c1ccc(NC(=O)NC2CCSc3ccccc32)cc1 (stereo not given),23.1%
CCc1cccc2c(C(=O)CN3C(=O)CC4(CCCC4)C3=O)c[nH]c12,5.0%
COc1cccc(C(=O)N2CCC(C(=O)N3CCc4nc[nH]c4C3)CC2)c1,15.5%
COC(=O)c1ccccc1NCC(=O)NC(=O)NC(C)C,?
CCCCN1C(=O)C(CC(=O)NC2CC2)Sc2ncccc21 (stereo not given),28.6%
Cc1noc(/C=C\c2ccc(S(=O)(=O)N3CCCc4ccccc43)cc2)c1NC(=O)C1CC1,9.5%
CN(C(=O)c1cc2nc(-c3ccco3)cc(C(F)(F)F)n2n1)c1ccc(OC(F)(F)Cl)cc1,?
COCC(C)NC(=O)C1CCN(Cc2ccc(F)cc2)CC1 (stereo not given),0.5%
COC(=O)c1cc(=O)c2cccc(OC)c2[nH]1,23.7%
CCOc1ccc(NC(=O)c2ccc3c(c2)N(CC)C2CCCCCN2C3=O)cc1 (stereo not given),?
Cc1ccc(-c2noc([C@@H]3C[C@H](NC(=O)CC(C)(C)CC(=O)O)CN3C)n2)cc1,-10.7%[86.2 µM]
O=C(NCCCn1ccnn1)c1cccc(S(=O)(=O)N2CCOCC2)c1,16.0%
CCCN1C=NS(=O)(=O)c2cc(C(=O)NCCc3ccccc3)ccc21,13.2%
CCOCCOC1CCN(C(=O)c2sccc2C)CC1,5.6%
CCc1ccc(CNC(=O)CCn2nc(C)c3c(C)n(-c4ccccc4)nc3c2=O)cc1,2.1%
O=C(Cn1cc(S(=O)(=O)Cc2ccc(F)cc2)c2ccccc21)NCc1ccccc1,-21.3%
CCCC(NC(N)=O)C(=O)N1CCN(S(=O)(=O)c2ccc(OC)cc2)CC1 (stereo not given),11.3%
O=C(/C=N/NC(=O)c1ccc(Cl)cc1Cl)c1ccccc1,19.5%
CCN(CC)C1CCOC2(CCN(C(=O)CCn3nc(C)cc3C)CC2)C1 (stereo not given),-18.4%

# Among those listed so far, these contain a halogen.
SMILES,KDM5B inhibitor
CN(C(=O)c1cc2nc(-c3ccco3)cc(C(F)(F)F)n2n1)c1ccc(OC(F)(F)Cl)cc1,?
COCC(C)NC(=O)C1CCN(Cc2ccc(F)cc2)CC1 (stereo not given),0.5%
O=C(Cn1cc(S(=O)(=O)Cc2ccc(F)cc2)c2ccccc21)NCc1ccccc1,-21.3%
O=C(/C=N/NC(=O)c1ccc(Cl)cc1Cl)c1ccccc1,19.5%

# (further entries)
SMILES,KDM5B inhibitor
CC1CCN(C(=O)c2ccc3c(c2)N(Cc2ccccc2F)C(=O)c2ccccc2S3(=O)=O)CC1,-19.8%
O=C(c1ccccc1)N1CCN(Cc2nnnn2C2CC2)CC1,11.8%
CC(CNC(=O)c1ccc2nc(CCc3ccccc3)oc2c1)c1ccccc1 (stereo not given),-19.8%
O=C(Nc1cccc(S(=O)(=O)N2CCCCCC2)c1)c1n[nH]c(=O)c2ccccc12,12.0%
C#CCOC(=O)c1ccccc1C(=O)N(C1CCCCC1)C1CCCCC1,-0.2%
NC(=S)N/N=C/c1ccc(-c2ccc(SC(F)F)cc2)o1,?
CCOC(=O)CC1c2cc(OCC)c(OCC)cc2CCN1C(=O)Nc1cccc(Cl)c1 (stereo not given),-27.4%
Cc1cccc(-n2nc3c(c2NC(=O)CCCl)CSC3)c1,19.6%
O=C(CCC1CCN(C(=O)c2ccccc2F)CC1)Nc1ccc(N2CCOCC2)cc1,?
CCOC(=O)C1(Cc2cccc(Cl)c2)CCCN(C(=O)c2cc(C)n(C)n2)C1 (stereo not given),11.3%
CCOC(=O)c1ccc(NC(=O)c2c(C)nn(-c3ccc(F)cc3)c2-n2cccc2)cc1,1.1%
CC1=NN2C(=N)/C(=C\c3cc(C)n(Cc4ccccc4)c3C)C(=O)N=C2S1,26.1%
O=C(O)CCC(=O)N(Cc1ccco1)C1CC(=O)N(c2ccccc2)C1=O (stereo not given),10.7%
COc1cc(NC(=O)c2nn(-c3ccc(C)cc3)c(=O)c3c2c2ccccc2n3C)cc(OC)c1OC,-14.2%
Cc1ccc(-c2nc(CSCc3ccc(C#N)cc3)cs2)cc1,-4.4%
CC1CCC(NC(=O)CN2C(=O)NC3(CCCCCC3)C2=O)CC1 (stereo not given),41.2%
Cc1ccc(COc2ccc(-c3cc(C(F)(F)F)n4nc(C)cc4n3)cc2)cc1,-19.5%
CC(OC(=O)c1ccccn1)C(=O)C12CC3CC(CC(C3)C1)C2 (stereo not given),16.1%
CCc1ccccc1NC(=O)CSc1ncc2c(n1)-c1ccccc1N(C)S2(=O)=O,?
COCCN1Cc2nc(Nc3ccc(F)c(Cl)c3)ccc2OCC1=O,-24.8%[86.2 µM]

# Filtered by structure: the entries above containing a furan ring, fused or not
SMILES,KDM5B inhibitor
CN(C(=O)c1cc2nc(-c3ccco3)cc(C(F)(F)F)n2n1)c1ccc(OC(F)(F)Cl)cc1,?
NC(=S)N/N=C/c1ccc(-c2ccc(SC(F)F)cc2)o1,?
O=C(O)CCC(=O)N(Cc1ccco1)C1CC(=O)N(c2ccccc2)C1=O (stereo not given),10.7%

# More records
SMILES,KDM5B inhibitor
Cc1ccc2c(c1)C(c1ccccc1)N(C(=O)Cc1ccc(F)cc1)CC(=O)N2 (stereo not given),5.3%
CCOC(=O)CCCOc1cccn2c(=O)c(-c3cc(C)n(-c4ccccc4C)n3)c(C)nc12,31.6µM*
CSc1ccc(Cl)c(C(=O)NCc2ccc(-n3cccn3)cc2)c1,-1.9%
CC(=O)Nc1cccc(NC(=O)CCc2ncc(-c3ccc(Cl)cc3)o2)c1,7.5%
CCc1ccc(NC(=O)N2CCN(Cc3nc4ccc(C)cc4o3)CC2)cc1,-10.6%
CC1=CCC(/C=N/NC(N)=O)CC1 (stereo not given),-19.9%
CN1CCC(NC(=O)Cc2c[nH]c3ncc(-c4ccccc4)cc23)CC1,35.5µM*
COc1ccccc1NC(=O)c1c([N+](=O)[O-])c(C(C)(C)C)nn1C,-41.5%
O=C(NCCc1cccc2cccnc12)Nc1cccc(NC(=O)Nc2ccccc2)c1,1.2%
CCn1c(C)cc(C(=O)COC(=O)c2nccnc2N)c1C,?
COc1cccc(NC(=O)CCc2nc3c(C)nn(-c4ccc(C)cc4)c3n(C)c2=O)c1,-11.1%
CCCCCCCCC(=O)Oc1ccc(C(=O)O)cc1,27.7%
CCN(CC)c1cc(C)c2cc(NC(=O)c3ccccc3OC)ccc2n1,?
O=C(Nc1ccc2c(c1)OCCO2)C1=CCN(Cc2ccccc2F)CC1,-14.6%
Cc1cn2nc(C(=O)N3CCC(C)CC3)cc2c(N(C)Cc2ccccc2)n1,28.2µM*
CC(=O)c1ccc(N2CCN(C(=O)CNC(=O)NCc3ccc(F)cc3)CC2)cc1,-0.8%
O=C(CC1CCCC1)N1CC(c2noc(COc3ccccc3)n2)C1,-2.5%
CCN1CCC(NC(=O)C2CCN(S(=O)(=O)c3ccccc3F)CC2)CC1,-29.3%
Cc1noc(-c2ccn3c(CNC(=O)c4ccncc4)nnc3c2)n1,i
COc1cc(Cl)c(C)cc1NC(=O)CCc1c(C)nc2c3cccnc3nn2c1C,?
CC(C)c1noc([C@@H]2C[C@H]3C(=O)NCCCCCCN(C(=O)CCc4ccccc4)[C@H]3C2)n1,-18.3%
CCN(CCCNC(=O)Cn1ncc2c3ccccc3n(C)c2c1=O)Cc1ccccc1,?
CC(C)C(C)(C#N)NC(=O)CSc1ccc2ccccc2n1 (stereo not given),-12.2%
Brc1ccc(-c2ccc(-c3nnc(-c4ccco4)o3)o2)cc1,71.9%[activator]
CCCCc1nn2c(=O)cc(COC(=O)c3ccc(NC(=O)c4ccccc4Cl)cc3)nc2s1,9.9%
Cc1ccc(C(=O)N2CCC3(CC2)NC(=O)N(c2ccccc2Cl)N3)cc1,?
OC(COc1cccc2ccccc12)CN1CCN(c2cccc(Cl)c2)CC1 (stereo not given),3.7%
CC(C(=O)NC1CCCCC1)(c1ccccc1)c1ccccc1,12.3%
O=C(O)/C=C/C(=O)Nc1ccc(OC(F)(F)F)cc1,15.1%
CN1CCC(N(C)C(=O)CCc2ccccc2Cl)CC1,13.4%
COc1cc(OC)c(NC(=O)CCOc2cc(C)ccc2C)cc1Cl,4.1%
CCOC(=O)N1CCN(C(=O)c2nn3c(C(F)(F)F)cc(-c4ccccc4)nc3c2Cl)CC1,3.8%
Cc1noc(-c2cccc(OC3CN(C(=O)CN4C(=O)CCC4=O)C3)c2)n1,8.7%
N#C/C(=C/c1cccc2c1OCCCO2)c1nc2ccccc2[nH]1,?
O=C(O)CC(C(=O)OCC(F)(F)C(F)F)N1CCOCC1 (stereo not given),-0.8%
CC(=O)c1cc(F)c(N2CCN(C(=O)c3cccc(F)c3)CC2)cc1C,0.2%
CCCn1nnc(NCc2ccc(Cl)cc2Cl)n1,-6.6%
CCCC(=O)Nc1ccc(O)c(-c2nc3cc(CC)ccc3o2)c1,3.7%
Cc1ccc(-n2cc(C(=O)N3CCc4ccccc4C3)nn2)cc1,9.6%
COc1ccc(CCN2Cc3c(N)cccc3C2=O)cc1OC,?

# As a working copy, three of the compounds above:
SMILES,KDM5B inhibitor
CC(C)c1noc([C@@H]2C[C@H]3C(=O)NCCCCCCN(C(=O)CCc4ccccc4)[C@H]3C2)n1,-18.3%
CCN(CCCNC(=O)Cn1ncc2c3ccccc3n(C)c2c1=O)Cc1ccccc1,?
CC(C)C(C)(C#N)NC(=O)CSc1ccc2ccccc2n1 (stereo not given),-12.2%

# Remaining list, next part.
SMILES,KDM5B inhibitor
O=C(NCCc1ccccn1)[C@@H]1C[C@@H](c2ccc(F)cc2)N(Cc2ccccc2)C1,6.5%[86.2 µM]
Cc1ccc(C)c(NC(=O)c2cc(-c3cc(C)c(C)cc3O)n[nH]2)c1,21.3%
CN1C[C@H](O)C[C@H]1c1nnc2n1CCN(Cc1ccc(F)c(F)c1)C2,-1.3%
COc1ccc(C2CC(=O)Nc3c(C(=O)O)cn(-c4ccc(F)cc4)c32)cc1O (stereo not given),?
O=C(NCC1CCCO1)C1CCN(C2CCN(Cc3cccs3)CC2)CC1 (stereo not given),2.7%
COCc1ncc(C)n1CCNC(=O)c1cc(-c2ccc(C)cc2C)n[nH]1,44.5%[activator]
Cc1cccc(OCC(=O)Nc2ccc3nc(Nc4cccc(Cl)c4)cc(C)c3c2)c1,?
CC(C)CCN1C(=O)N(CCCc2ccncc2)C(=O)C12CCN(Cc1ccc(F)cc1)CC2,-11.0%
Cc1cc(C(=O)N2CCCc3cc(C(F)(F)F)ccc32)c2ccccc2n1,3.5%
CCCOc1ccc(C2CC(=O)Nc3c2c(C)nn3-c2ccc3nncn3n2)cc1OCC (stereo not given),-9.8%
COc1ccc(CNC(=O)N2CC3CC(C2)[C@H]2CCCC(=O)N2C3)cc1 (stereo not given in full),-8.9%
CCN1CCN(C(=O)CCC[C@@H]2[C@H]3CCCN4CCC[C@@H](CN2Cc2ccccc2)[C@@H]34)CC1,?
CCOCCCNC(=O)C(NC(=O)C1CCC(CC)CC1)C(C)C (stereo not given),16.1%
CN1Cc2nc(-c3ccc4c(c3)OCO4)ccc2OCC1=O,31.6µM*
CC(C)=CCC/C(C)=C/C=N/NC(=S)Nc1ccc(C)cc1,-27.6%
CCn1ccc(C(=O)N2CCc3nnc([C@@H]4C[C@@H](O)CN4C(C)C)n3CC2)n1,-18.0%
Cc1c(Cl)cccc1NC(=O)CCS(=O)(=O)c1ccc(Br)s1,21.9%
CN(C)C(=O)C1CN(C(=O)C2CCCC2)CC12CCOCC2 (stereo not given),-15.2%
COc1ccc(OC)c(CCNC(=O)CS(=O)(=O)Cc2nc(-c3ccccc3Cl)oc2C)c1,-2.0%
N#CC(C(=O)NCc1ccccc1)=C1CCCCCC1,-2.9%
CCSc1ccccc1C(=O)NCC(C)C,25.3%
COc1ccc(C(CC(=O)O)N2Cc3ccccc3C2=O)cc1 (stereo not given),-7.8%
Cc1cc(N)n(CC(=O)N[C@@H]2COCC[C@@H]2OCc2c(C)noc2C)n1,-15.9%
Cc1ccc(-c2cnc(NCc3ccc(C(F)(F)F)cc3)n2C)cc1,?
CCOc1ccc(/C=C/c2nc(C#N)c(NCCc3ccccc3)o2)cc1,?
Cc1cc(C)nc(NC(=S)NC(=O)c2ccccc2F)n1,7.3%
Cc1ccc(-n2ncnc2-c2cc3c(n(-c4ccc(C)cc4)c2=O)CC(C)(C)CC3=O)cc1,-17.5%
CN1C(=O)C(c2ccccc2)CC12CCN(Cc1ccc(F)cc1F)CC2 (stereo not given),26.4%
O=C(/C=C/c1ccccc1)c1ccc(-n2cc(-c3ccccc3)cc2-c2ccccc2)cc1,?
COc1ccc(CCNC(=O)c2c(C)noc2-c2ccccc2Cl)cc1OC,1.1%
CCOc1ccc(C(=O)Nc2ccc3c(c2)CCCN3S(=O)(=O)c2ccc(C)cc2)cc1,?
O=C(Nc1ccc2c(c1)CCC2)c1cccc2ccccc12,4.8%
CC1=NN(c2nc(C)cc(C)n2)C(=O)C1Cc1ccc(Cl)cc1 (stereo not given),11.9%
O=C(NCCC(c1ccccc1)c1ccccc1)NNc1ccccn1,?
CC(C)c1ccc(/C=C/C(=O)Nc2ccc(CN3CCOCC3)cc2)cc1,28.0%
CCOC(=O)N1CCc2c(sc3c2C(=O)NC(c2ccccc2F)N3)C1 (stereo not given),?
Cc1ccc(CN(C(=O)COc2cccc([N+](=O)[O-])c2)c2ccccn2)o1,?
CN(C)c1ccc(C(=O)/C=C/c2ccc(C#N)cc2)cc1,23.5%
Cc1[nH]nc(NNC(=O)c2ccccc2)c1[N+](=O)[O-],-3.3%
CN(C)C(=O)c1nc(-c2ccc(Cl)nc2)c2cnccn12,289.1%[149 µM]
O=C(NC1CCN(c2cc(-c3ccc(F)cc3)[nH]n2)CC1)c1ccc(F)cc1F,10.4%

# Compound activity from PubChem.
